Assay outcomes: PubChem BioAssay, several laboratories
DTT redox prof = compounds producing H2O2 with reducing agent – biochemical, NIH compound library profiling, artefact control for MLSCN library redox annotation, primary screen. DTT-dependent redox cycling H2O2, phenol red/HRP absorbance; 100% = 100 µM peroxide control, 0% = buffer. activation, % at 10 µM. 0.03% of 200,000 active. AID 878, 2007;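 active = activation of at least 50% relative to the plate's high and low controls in the primary single-dose screen; inactive = activation below 50%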;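 note: compound incubated with DTT at 0.8 mM final as the reducing agent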
Hsp70 act = Hsp70 transcriptional activators, primary screen, cell-based, HeLa, Hsp70 promoter luciferase, luminescence, 10 µM; HeLa Hsp70 promoter luciferase reporter; scaled: vehicle 0, proteasome-inhibitor control 100%; activation, % at 10 µM; 0.04% of 200,000 active; AID 1203, 2008;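 active = activation above the mean across all tested compounds plus 3 SD, cutoff set per campaign, cut at about 5.5% in these data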;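 note: 100% = MG132 at 30 µM as the positive control and 0% = DMSO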
STAT1 activator = STAT1 signaling activators, primary screen, cell-based, HTS, luciferase reporter; activation (% of control), % at 5.5 µM; 2.6% of 200,000 active; NIH 3T3 STAT1-luciferase reporter, IFN-gamma, luminescence; 100% = IFN-gamma alone, no compound;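 active = activation above the screen-wide mean activation plus 3 SD, cut at about 130% in these data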;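 note: raw ratio to IFN-gamma control signal so 100% means no change and 0% no light; values of inactives mirror those of a sister screen read the other way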
G6PDH counter = L. mesenteroides G6PDH inhibitors, counter-screen for G6PDH-coupled screening assays, biochemical, Leuconostoc mesenteroides enzyme | glucose-6-phosphate dehydrogenase [Leuconostoc mesenteroides] | Purified L. mesenteroides G6PDH, diaphorase/resazurin coupled fluorescence, 45 min | inhibition, % at 5 µM | 0.12% of 200,000 active | AID 1020, 2008; in the data active = inhibition above about 50%
FLuc inh counter = firefly luciferase enzyme inhibitors, primary screen, artefact control for luciferase-based inhibitor screens, biochemical, luminescence, ATPLite; Luciferin 4-monooxygenase (Photinus pyralis), P08659; 10 min; inhibition, % at 10 µM; 1.5% of 200,000 active; AID 1006, 2008;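 active = inhibition above about 50% when tested at 10 µM, limit read from the data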
Target sequence (P08659 whole entry, looked up): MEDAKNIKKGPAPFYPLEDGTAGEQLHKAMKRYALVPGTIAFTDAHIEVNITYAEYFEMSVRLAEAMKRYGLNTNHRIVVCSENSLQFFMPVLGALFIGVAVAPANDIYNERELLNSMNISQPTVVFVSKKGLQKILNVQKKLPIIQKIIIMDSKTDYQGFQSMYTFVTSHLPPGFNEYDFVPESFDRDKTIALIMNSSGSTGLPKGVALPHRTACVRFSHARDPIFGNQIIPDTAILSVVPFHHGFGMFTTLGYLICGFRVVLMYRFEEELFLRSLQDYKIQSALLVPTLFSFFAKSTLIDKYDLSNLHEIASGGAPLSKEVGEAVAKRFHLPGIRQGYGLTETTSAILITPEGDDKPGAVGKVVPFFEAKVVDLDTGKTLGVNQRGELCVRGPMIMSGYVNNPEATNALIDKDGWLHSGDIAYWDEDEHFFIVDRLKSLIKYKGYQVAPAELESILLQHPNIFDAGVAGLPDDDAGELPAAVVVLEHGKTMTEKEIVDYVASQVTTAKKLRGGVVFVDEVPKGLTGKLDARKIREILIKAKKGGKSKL
APP 5'UTR act = activators of APP 5'UTR luciferase reporter, primary screen, SH-SY5Y cells; 1% of 190,000 active; activation, % at 2 µM; AID 1276, 2008; SH-SY5Y APP 5'UTR luciferase reporter, luminescence; zero percent = DMSO vehicle wells;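 active = activation above a set limit, based on mean plus 3 SD of controls, cut at about 140% in these data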; note: values of inactives mirror those of a sister screen read the other way
FLuc stim CS = FLuc activators, initial screening, artefact control for FLuc-dependent activation tests, biochemical, ATPlite luminescence; Luciferin 4-monooxygenase (Photinus pyralis), P08659; ATPlite luciferase biochemical, 10 min; 0 = ATP-free wells, 1 = DMSO control; activation factor at 10 µM; 200,000 tested, under 10 active;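 active = luciferase activation factor, scaled between plate controls, of at least 2 with compound at 10 µM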
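Material: Luciferase/luciferin reagent mix | Doses: Test compounds dosed from 2 mM stocks in 100% DMSO | Timing: 10 min incubation after luciferase reagent addition, room temperature | Measured by: Luminescence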
HMGR II inh = inhibitors of E. faecalis class II HMGR, primary screen, biochemical, Enterococcus faecalis | HMG-CoA reductase (Enterococcus faecalis, mvaE) | purified E. faecalis HMGR, NADPH absorbance 340 nm kinetic | inhibition, % at 10 µM | 0.41% of 190,000 active;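 active = inhibition above a set limit, the median over all tested compounds plus 3 SD, cut at about 9.5% in these data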;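 note: enzyme runs in reverse so mevalonate oxidation gives rising NADPH absorbance; 0% = complete reaction with DMSO and 100% = background rate lacking mevalonate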
APP 5UTR inh = inhibitors of APP translation via 5'UTR reporter, primary screen, APP 5'UTR luciferase, SH-SY5Y cells; 0.82% of 190,000 active; inhibition, % at 2 µM; AID 1285, 2008; SH-SY5Y APP 5'UTR-luciferase reporter, luminescence;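 active = inhibition above a set limit, derived from the sample mean plus 3 SD, cut at about 45% in these data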; note: values of inactives mirror those of a sister screen read the other way
NF-kB expr up = activators of NF-kB expression in neurons, primary screen, cell-based, HTS; human neuronal cells, NF-kB reporter expression; stronger effect = higher value; fold change at 12.5 µM; 1.6% of 190,000 active; AID 1239, 2008; in the data active = fold change above about 3.3
* = called active by the depositor. Random draw from the library. Share with any hit: about 5.3%.

SMILES	DTT redox prof	Hsp70 act	STAT1 activator	G6PDH counter	FLuc inh counter	APP 5'UTR act	FLuc stim CS	HMGR II inh	APP 5UTR inh	NF-kB expr up
O=C1CC(c2ccccc2)CC(O)=C1C=NC1CCCCCC1 (configuration not stated)	-4.0	0.1	116.5	0.8	-1.6	13.2	1	-4.1	-13.2	1.35
CC(C)C(=O)N1CCN(c2nc(-c3ccccc3)c3c(c2C#N)CCCC3)CC1	0.0	-0.1	104.2	4.0	-5.8	-8.2	1.1	-5.4	8.2	0.89
COc1ccccc1N=c1oc2cc(O)ccc2cc1C(N)=O	0.9	0.3	106.7	4.5	10.8	5.1	0.9	0.4	-5.1	1.76
O=C(c1ccc(-c2ccccc2)cc1)N1CCCC1	-1.2	0.3	97.4	16.4	3.0	9.5	1	1.3	-9.5	1.63
Cc1cc(=O)n2c3ccccc3n(CC(O)CN3CCN(CCO)CC3)c2c1C#N (configuration not stated)	-0.7	-0.4	99.5	2.3	-0.1	5.5	1	-5.2	-5.5	1.05
CCn1cc(Br)c(C(=O)Nc2nccs2)n1	0.5	0.2	123.8	8.5	1.2	1.8	1	2.0	-1.8	0.92
COc1c(F)c(F)c(C(=O)O)c(Nc2ccc(C)cc2)c1F	0.2	-0.2	96.5	6.6	-6.4	6.9	1.1	-4.2	-6.9	0.99
CN(c1ccc(C(=O)N2CCN(Cc3ccc4c(c3)OCO4)CC2)cc1)S(C)(=O)=O	-1.3	-0.5	95.3	-0.2	-6.3	-22.5	1.1	-1.0	22.5	0.96
Cc1ccccc1N=Cc1cc2c(cc1[N+](=O)[O-])OCO2	-0.2	-0.2	105.1	12.2	-7.7	14.8	1.1	-3.2	-14.8	1.15
Cc1cccc(N2C(=O)c3cccc(Oc4ccc(Cl)cc4)c3C2=O)c1	-0.2	0.1	102.8	-12.6	-7.9	14.7	1.1	-1.2	-14.7	1.16
O=C(CCCSc1nc(-c2ccco2)cc(C(F)(F)F)n1)NCC1CCCO1 (configuration not stated)	-0.7	0.0	90.9	5.5	-4.2	12.2	1	-1.3	-12.2	0.94
Cc1cc(C)c(Nc2cc(S(=O)(=O)O)c(N)c3c2C(=O)c2ccccc2C3=O)c(C)c1	2.3	-0.6	94.3	-17.7	24.5	-17.6	0.8	-1.2	17.6	0.76
COc1ccc(NC(=O)CSc2ncnc3c2cnn3Cc2ccccc2)cc1	-0.2	-0.4	90.2	-2.5	-1.8	-13.1	1	-3.2	13.1	1.14
Clc1ccc(Oc2nc3ccccc3n3cccc23)cc1	3.1	0.0	93.2	21.1	9.1	9.5	0.9	0.4	-9.5	1.15
COc1ccc2c(CC(=O)Nc3ccc(OC)c(NS(=O)(=O)c4ccc(F)cc4)c3)coc2c1	0.3	-0.4	95.3	-8.8	-3.7	4.4	1	-5.8	-4.4	0.94
COc1ccccc1NC1=C(C)C(=O)CC1	-2.0	-0.2	96.5	-8.8	-8.2	12.6	1.1	-1.6	-12.6	1.43
CCCC(=O)Nc1c(-c2cccs2)c(=O)c2ccccc2n1C	-0.2	-0.4	98.8	4.6	-7.8	-15.4	1.1	-9.2	15.4	1.13
COc1ccc2nc(Nc3ccccc3)sc2c1	-1.4	0.0	150.8*	-2.2	77.2*	111.0	0.2	-0.2	-111.0	8.13*
CCc1nc(SCC(=O)c2ccc(Cl)s2)c2oc3ccccc3c2n1	-0.1	-0.1	92.6	8.2	-8.7	11.6	1.1	-6.2	-11.6	1.34
NC(=O)c1ccccc1N/C=C/C(=O)c1ccccc1	-0.9	0.0	91.4	0.0	89.0*	132.0	0.1	-6.9	-132.0	5.46*

STAT1 activator, what is marked active above
SMILES	DTT redox prof	Hsp70 act	STAT1 activator	APP 5'UTR act	FLuc stim CS	HMGR II inh	APP 5UTR inh	NF-kB expr up
COc1ccc2nc(Nc3ccccc3)sc2c1	-1.4	0.0	150.8*	111.0	0.2	-0.2	-111.0	8.13*

(further entries)
SMILES	DTT redox prof	Hsp70 act	STAT1 activator	G6PDH counter	FLuc inh counter	APP 5'UTR act	FLuc stim CS	HMGR II inh	APP 5UTR inh	NF-kB expr up
CC(C(=O)Nc1ccccc1)N1C(=O)c2ccccc2C1=O (configuration not stated)	0.6	0.2	98.4	6.9	-1.0	-4.8	1	-4.8	4.8	1.17
COc1ccc(CSc2nnc(C)n2N)cc1[N+](=O)[O-]	-0.7	0.2	100.5	6.8	-5.0	-8.0	1.1	1.7	8.0	1.09
CC(C)Cc1nnc(NC(=O)CSc2nc(O)c(-c3ccccc3)c(=O)[nH]2)s1	2.2	-0.1	106.6	4.1	-2.5	8.8	1	0.0	-8.8	1.08
COc1cc(C(=O)Nc2ccc(C)cc2)c(-n2cnnn2)cc1OC	1.1	0.0	94.7	4.3	-9.5	-1.9	1.1	0.1	1.9	0.8
COc1ccc(/C=N/NC(=O)c2cc(Br)ccc2O)cc1Cn1cc(Cl)cn1	0.4	-0.4	93.3	15.3	-3.9	3.3	1	-1.4	-3.3	1.12
CCOC(=S)N/C(=N\S(=O)(=O)c1ccc(C)cc1)c1ccccc1	14.3	-0.1	105.8	-16.4	-9.5	-0.1	1.1	-1.9	0.1	1.88
CCOC(=O)C1=C(C)N=C2c3ccccc3C(=O)C2C1c1ccc(Br)cc1 (configuration not stated)	-0.2	-0.3	107.3	-10.8	-2.4	-0.4	1	-3.5	0.4	0.52
CCc1nc(C)cn1S(=O)(=O)c1ccc(Cl)c(Cl)c1Cl	-0.3	0.2	87.3	7.1	-3.0	25.8	1	-4.5	-25.8	1.19
CC(=O)N1CC(=O)N=C1SCC(=O)Nc1nc(-c2ccccc2)c(-c2ccccc2)s1	0.8	-0.3	97.8	14.7	-6.9	24.8	1.1	-4.5	-24.8	1.16
O=C(Cn1nc(C(=O)O)c2ccccc2c1=O)NCCC1=CCCCC1	-2.2	0.4	104.0	-11.2	-6.2	-25.1	1.1	1.0	25.1	0.84
CCCOc1ccc(C(=O)O/N=C(\CC)c2ccc(C)cc2)cc1	-0.1	0.5	99.3	-11.5	-2.7	-0.4	1	-12.4	0.4	1.08
CC(C)CCNC(=O)C1CCC(=O)N1C(C)C (configuration not stated)	1.9	-0.5	93.2	3.3	0.7	-6.8	1	0.2	6.8	1.14
CCn1c(SC(C)C(=O)NC2CCCc3ccccc32)nnc1-c1cccs1 (configuration not stated)	0.1	0.4	94.8	3.6	-6.0	-6.5	1.1	-3.6	6.5	0.92
Cc1nc(CSc2nnc(Nc3cccc(C)c3C)s2)cs1	-0.1	-0.2	101.7	3.7	1.0	-0.9	1	-2.1	0.9	1.03
CCCOc1ccc(C2/C(=C(\O)c3c(C)[nH]c(C(=O)OC)c3C)C(=O)C(=O)N2CCN(C)C)cc1 (configuration not stated)	0.4	-0.6	97.2	8.4	-2.2	21.0	1	-0.3	-21.0	0.79
Cc1ccc(C)c(S(=O)(=O)Nc2cc(SCC(=O)O)c(O)c3ccccc23)c1	101.2*	-0.3	93.8	48.4	0.0	-22.9	1	5.5	22.9	0.62
COc1cc(S(=O)(=O)Nc2ccccc2C)ccc1Cl	1.8	0.0	99.8	-0.9	-6.8	1.4	1.1	2.5	-1.4	0.96
COCCNC(=O)CCCn1c(=O)c2cc(OC)c(OC)cc2n(CC(=O)c2ccc(Cl)cc2)c1=O	-0.9	-0.1	101.2	-6.5	-6.1	-1.2	1.1	-1.8	1.2	1.06
CCOC(=O)c1c(NC(=S)NC)sc2c1CC(C)(C)SC2	0.3	-0.1	102.3	13.8	-6.6	5.6	1.1	-2.2	-5.6	1.09
Cc1cccc2c1N(CC(=O)OC(C)C)C(=O)C2=O	0.0	0.2	107.9	11.4	-3.3	-0.9	1	-0.1	0.9	0.9
C[C@@H]1NC(=O)c2cc([N+](=O)[O-])cc(I)c2NCCCC[C@@H](C(N)=O)NC(=O)[C@H](CC(N)=O)NC1=O	0.9	-0.2	95.7	18.9	-1.6	-2.5	1	-1.8	2.5	0.99
CCC/C=N/NC(=O)c1ccccc1O	-0.9	0.0	97.4	5.5	-3.6	-6.7	1	-10.0	6.7	1.41
O=S(=O)(NCCc1csc(-c2cccnc2)n1)c1cccs1	-0.4	-0.4	101.5	-15.4	-4.0	11.4	1	-7.0	-11.4	1.02
Cc1ccccc1NC(=O)c1snc2c(=O)[nH]cnc12	-1.4	0.1	101.6	2.2	0.4	-9.7	1	-1.8	9.7	1.15
Cc1ccc(S(=O)(=O)N(C)C)cc1NC(=O)COC(=O)/C=C/c1cnc2ccccc2n1	-1.2	0.1	103.6	2.9	3.5	-9.1	1	-3.2	9.1	0.93
CC12CN3CC(C)(CN(C1)C3c1cc3ccccc3[nH]1)C2=O (configuration not stated)	0.3	-0.1	95.6	-0.1	-2.5	2.1	1	0.5	-2.1	0.95
S=c1[nH]nc(-c2ccccn2)n1/N=C/c1ccccc1	0.2	-0.3	102.1	4.1	2.6	-3.3	1	-5.2	3.3	1.11
COC(=O)C1=C(CSc2nc3ccccc3o2)NC(=O)NC1c1cc(C)ccc1C (configuration not stated)	0.6	0.1	92.3	8.3	-4.2	-18.9	1	-0.4	18.9	0.89
CCOC(=O)C1(Cc2ccc(OC)cc2)CCN(C(=O)c2cc3ccccc3[nH]2)CC1	-0.7	-0.2	119.6	11.6	9.3	56.7	0.9	-11.8	-56.7	1.46
Cc1ccc(-n2c(Cn3cnc4ccccc43)nnc2SCC(=O)O)cc1	-3.0	0.1	106.6	-2.2	-11.3	-10.9	1.1	-2.9	10.9	1.08
O=C(NNc1nc2ccccc2s1)c1ccc(F)cc1	-0.9	-0.2	114.8	1.4	0.7	20.6	1	-6.3	-20.6	1.27
CSc1ccccc1NC(=O)c1ccccc1C	0.2	0.0	101.4	13.9	2.8	-7.1	1	-3.8	7.1	1.01
O=C(NCc1ccccc1)C(c1ccccc1)N(Cc1cccs1)C(=O)c1cnccn1 (configuration not stated)	-4.6	-0.2	107.8	5.0	-1.8	-6.0	1	2.1	6.0	0.37
Cc1ccc(NS(=O)(=O)c2cc3c4c(cccc4c2)C(=O)NC3=O)cc1	-2.0	-0.2	87.3	0.3	-1.0	6.9	1	-2.5	-6.9	1.06
Cc1cccc(OCCC(=O)N(C)CC(=O)Nc2cccc3ccccc23)c1	0.3	-0.2	104.6	3.5	0.3	4.7	1	-5.0	-4.7	0.89
O=C(OCC(=O)N1CCN(c2ccccc2)CC1)c1ccco1	3.6	-0.3	90.0	-2.4	-5.6	14.4	1.1	2.3	-14.4	1.04
